Bioassay records deposited in PubChem by National Center for Advancing Translational Sciences (NCATS).
HT1080 IDH1KD tx: HT-1080 IDH1 knockdown cell toxicity (counter line); AID 686971; hit rate 2% among 360,000; Potency, µM (top dose mostly 46.1 µM), for the others: at the highest dose activity, negative = toxicity, actives largely listed as cytotoxic; HT-1080 IDH1 knockdown viability, ATP luminescence, 48 h;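 further: potency means the concentration at half of the fitted maximal effect; 0% = DMSO wells and -100% = cell-free medium wells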
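Luminescent ATP read-out (CellTiter-Glo, 10 min at room temperature) after 48 h compound exposure at 37 °C gave viability of IDH1-knockdown HT-1080 cells. Activity was normalised to DMSO and cell-free wells, then fitted as concentration-response curves.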
ATXN2 expr inh: reduces ATXN2 reporter expression in HEK-293 cells | HEK-293 ATXN2-luciferase reporter, luminescence, 24 h | Potency, µM (titrated, usually from 57 µM), for the others: at the highest dose activity change, negative = inhibition, usual class: inhibitors | hit rate 0.72% among 360,000 | AID 1745845; further: potency means the concentration at half of the fitted maximal effect; on the % scale 0 is the no-effect control and ±100 the full control effect; nearly all actives have a fitted effect of over 55% in size
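ATXN2-luciferase reporter cells (luciferase flanked by upstream and downstream ATXN2 gene portions) were treated 24 h at 37 °C with compounds at up to 57 uM. SteadyGlo luminescence gave expression; GF-AFC fluorescence gave viability.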
HepG2 viability: HepG2 cytotoxicity, counter-screen for TGF-b inhibitors | Potency, µM (top dose mostly 46.1 µM), for inactives: at the highest dose activity change, negative = cytotoxicity, most hits filed as cytotoxic | HepG2 CAGA-GFP viability, ATP luminescence, 18 h | hit rate 0.76% among 410,000; further: potency means the concentration at half of the fitted maximal effect; some results filed as inactive show a strong effect at the top dose
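CellTiter-Glo luminescence gave cytotoxicity after 18 hours at 37 degrees C. The cells were HepG2 CAGA-GFP in 1% FBS DMEM, stimulated with 500 pg/mL TGF-beta after compound addition. %Activity was normalised to no-cell wells (complete cell-killing) and DMSO (no toxicity), and curves were fitted and classified.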
S2 tox: reduces viability in counter-screen for ATXN expression inhibitors | S2 cells (HEK-293 line with an ATXN2-luciferase reporter) viability, CellTiter-Fluor protease fluorescence, 24 h | Potency, µM (top dose mostly 56.7 µM), most hits filed as cytotoxic | hit rate 0.49% among 400,000 | AID 651635; further: potency means the concentration at half of the fitted maximal effect; nearly all actives have a fitted effect of over 40% in size
HT1080NT lethal: kills 2HG-producing HT-1080-NT fibrosarcoma cells; HT-1080-NT fibrosarcoma viability, CellTiter-Glo ATP luminescence, 48 h; Potency, µM (titrated, usually from 46.1 µM), inactives show top-dose activity, negative = less viability, actives largely listed as cytotoxic; hit rate 1.6% among 360,000;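 further: NT is the 2HG producing partner of a matched IDH1 knockdown line; potency means the concentration at half of the fitted maximal effect; 0% = DMSO-treated cells and -100% = media-only wells without cells; nearly all actives have a fitted effect of over 55% in size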
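Read-out is CellTiter-Glo luminescence after 10 minutes at room temperature, following 48 hours' compound treatment of HT-1080-NT cells (750 cells/well, RPMI, 5% FBS, 37 degrees C).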
IL1B secr inh: blocks inflammasome-driven IL-1 beta release; AID 743279; THP-1 LPS/ATP IL-1B secretion, AlphaLISA, 16 h; stronger effect = lower value; activity change, % at 57.5 µM; hit rate 4.7% among 360,000; in the data active means activity change below about -50%; inconclusive means mostly about -30% to -49%; further: on the % scale 0 is the no-effect control and ±100 the full control effect
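THP-1 cells pretreated 1 hr with compounds (up to 57.5 uM final), then stimulated with LPS (250 ng/mL final) plus ATP (1.25 mM final); secreted IL-1B measured by AlphaLISA after 16 hr, decreased signal indicating inhibition.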
MCF10A rereplic: induces DNA re-replication in MCF 10a normal breast cells; MCF 10A DNA re-replication, Hoechst nuclear intensity, 48 h; Potency, µM (titrated, usually from 46.1 µM), inactives show at the top dose activity, positive = re-replication, actives largely listed as activators; hit rate 2.9% among 350,000; further: potency means the concentration at half of the fitted maximal effect; % of control where 0% means no effect; nearly all actives have a fitted effect of over 50% in size
KB-3-1 cytotox: KB-3-1 parental cell cytotoxicity | KB-3-1 viability, CellTiter-Glo ATP luminescence, 72 h | Potency, µM (titrated, usually from 46.1 µM), for the others: at the highest dose activity change, negative = cytotoxic, most hits filed as cytotoxic | hit rate 1.4% among 400,000 | AID 1347075; further: potency means the concentration at half of the fitted maximal effect; on the % scale 0 is the no-effect control and ±100 the full control effect; nearly all actives have a fitted effect of over 60% in size
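Multi-concentration cytotoxicity screen in KB-3-1 cells grown in DMEM lacking phenol red with 10% FBS. After 72 h at 37 °C with compound, ATP-dependent luminescence was recorded.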
SW480 rereplic: induces DNA re-replication in SW480 colon adenocarcinoma cells. SW480 DNA re-replication, Hoechst DNA content imaging, 48 h. hit rate 1.8% among 340,000. AID 624297. Potency, µM (highest dose often 46.1 µM), without a hit: at the highest dose re-replication activation, actives largely listed as activators; further: potency means the concentration at half of the fitted maximal effect; % of control where 0% means no effect; nearly all actives have a fitted effect of over 55% in size
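Compounds, transferred as 23 nL by pin tool, were incubated with cells for 48 hr; DNA content per nucleus was then quantified by Hoechst staining and fluorescence plate imaging.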
The depositor's hits bear a star; i = inactive; ? = inconclusive; . = no result given; & = joins results of further samples; [ ] = another dose, or the depositor's remark. Unless noted, the call rests on the fitted dose curve; in most records, active means well fitted curve in the direction sought with a large enough effect; inconclusive means small, poorly fitted or top-dose-only effect, or another doubt; inactive means no such curve, though single readings can be large; an effect the other way counts as inactive or inconclusive.

SMILES	HT1080 IDH1KD tx	ATXN2 expr inh	HepG2 viability	S2 tox	HT1080NT lethal	IL1B secr inh	MCF10A rereplic	KB-3-1 cytotox	SW480 rereplic
Cc1cccc(NC(=O)CSc2nnnn2-c2ccc3c(c2)OCCO3)n1	-7%	0%	-30%	i	-9%	2	26%	-4%	10%
CC1(C)OC2OC3C(CNCCO)OC(c4ccccc4)OC3C2O1 (stereo not given)	12%	-5%	-26%	?	14%	-1	1%	0%	2%
CCCCOc1ccc(/C=C/C(=O)OCC(=O)N2CC(=O)Nc3ccccc32)cc1OCC	?	-20%	-20%	i	-8%	7	?	-21%	?
CC(C)C(C(=O)Nc1ccc(S(=O)(=O)N2CCOCC2)cc1)N1C(=O)c2ccccc2C1=O (stereo not given)	-8%	2%	9%	i	-6%	-7	-3%	-1%	-4%
CN(C)CCCNC(=S)N1CCn2c(nc3ccccc32)C1	-1%	-7%	-55%	i	1%	8	-5%	-5%	0%
O=C(NCc1ccc2c(c1)OCO2)C(=O)NCC1OCCN1S(=O)(=O)c1ccccc1 (stereo not given)	1%	-9%	2%	i	4%	-3	12%	1%	-5%
Cc1[nH]nc(-c2ccc(O)c(C)c2O)c1-c1cnn(-c2ccccc2)c1	4%	?	-10%	?	3%	?	77%	-16%	0%
CCOc1cc(-c2nc(C)c(C(C)=O)n2O)ccc1OCC(=O)Nc1ccccc1	-8%	1%	-2%	i	-14%	8	-1%	2%	-57%[inhibitor][1.84 µM]
CC(C)c1ccc(NC2CCCN(C(=O)c3cccnc3)C2)cc1 (stereo not given)	-7%	-20%	-5%	i	20%	19	9%	-11%	-4%
COc1cc(SC)ccc1C(=O)Nc1ccc(C)cc1	-3%	101%[activator]	-26%	i	-3%	-57*	2%	?	6%
Nc1nonc1C(=O)NCCN=Cc1cc(Cc2ccccc2)cc(Br)c1O	-18%	-21%	-81%	i	-27%	98	?	?	0%
CN1CCN(S(=O)(=O)c2ccc(NC(=O)Nc3cccc(Cl)c3)cc2)CC1	18µM*	7%	-12%	i	21µM*	-2	2%	-7%	1%

The closing three entries of the part before come first, to join the parts.
SMILES	HT1080 IDH1KD tx	ATXN2 expr inh	HepG2 viability	S2 tox	HT1080NT lethal	IL1B secr inh	MCF10A rereplic	KB-3-1 cytotox	SW480 rereplic
COc1cc(SC)ccc1C(=O)Nc1ccc(C)cc1	-3%	101%[activator]	-26%	i	-3%	-57*	2%	?	6%
Nc1nonc1C(=O)NCCN=Cc1cc(Cc2ccccc2)cc(Br)c1O	-18%	-21%	-81%	i	-27%	98	?	?	0%
CN1CCN(S(=O)(=O)c2ccc(NC(=O)Nc3cccc(Cl)c3)cc2)CC1	18µM*	7%	-12%	i	21µM*	-2	2%	-7%	1%
Cc1nn(C)c2c1c(C(F)(F)F)cc(=O)n2CC(=O)N1CCCCC1	.	0%	0%	i	.	.	.	-18%	.
O=C(CSc1nnnn1-c1ccccc1)NC(=O)Cc1ccccc1	0%	3%	-4%	i	3%[9.24 µM]	8	0%	-7%	9%
COC(=O)c1ccc(CNC(=O)CCc2c[nH]c3ccccc23)cc1	7%	5%	-15%	i	4%	11	-49%	17%	-27%
CCN(C(=O)CSc1n[nH]c(N)n1)C1CCCCC1	-3%	4%	0%	i	-8%	-11	-3%	-18%	?
Cc1ccc(OCc2ccccc2Br)c([N+](=O)[O-])n1	14%	34%[activator]	-5%	i	27%	-14	-6%	0%	6%
Cc1ccc(C(=O)N2CCN(C3c4cccc5cccc(c45)C3NS(=O)(=O)c3ccccc3)CC2)cc1 (stereo not given)	1%	-10%	-24%	?	-4%	0	-4%	?	-1%
CCOC(=O)c1ccccc1NC(=O)c1ccc2c(=O)n3c(nc2c1)CCCCC3	6%	-8%	11%	?	0%	0	12%	-2%	-7%
CCOC(=O)c1c(S(=O)(=O)NCC(=O)NCc2ccccc2)c(C)n(C)c1C	7%	1%&-2%	2%&1%	i	23%	0	1%	19%&4%	-15%
CN(C)CCCNC(=O)C[C@H]1C[C@H](C(=O)N2CCOCC2)[C@@]2(C)c3[nH]c4cc(-c5ccco5)ccc4c3CCN2C1=O	-3%	-8%	-5%	i	-11%	-21	14%	-23%	-8%
CCOC(=O)C(CC)/C(C)=N/NC(=O)c1ccccc1[N+](=O)[O-] (stereo not given)	9%	-2%	3%	i	7%	0	-4%	3%	1%
COc1ccc(Nc2nc(C)cc(=O)[nH]2)c(OC)c1	11%	-9%	-35%	i	6%	4	-2%	-1%	-10%
O=C(NCCN1CCN(c2ccccc2)CC1)Nc1cccc(Br)c1	0%	-20%	-38%&-50%	?	?	?	18%	-4%&7%	19%
COc1ccccc1-c1cc(C(F)(F)F)nc(N2CCN(c3ccc(F)cc3)CC2)n1	7%	1%	-1%	i	0%	8	20%	-6%	1%
O=C(O)CNC(=O)c1ccccc1Br	29%	-4%	2%	i	-2%	23	1%	-6%	-4%
Cc1nn(C(C)C(=O)N2CCCCC2)c(=O)c2c1sc1ccccc12 (stereo not given)	0%	-3%	5%	i	10%	7	-9%	0%	-9%
CCc1nnc(NC(=O)CSc2nnc(CNc3cccc(C)c3)n2-c2ccccc2)s1	15%	-13%	-9%	i	6%	28	0%	2%	-2%
O=C(CCCN1C(=O)/C(=C\c2cccs2)SC1=S)NNC(=O)c1cccnc1	-13%	12%	-10%	?	10%	-2	-14%	-5%	-17%
Cc1cccc(Oc2ccc(C(=O)NC3CCSC3=O)cn2)c1C (stereo not given)	4%	9%	4%	i	8%	?	3%	7%	4%
NC(=O)C1(Nc2ccc(-c3ccccc3)cc2)CCCC1	4%	-8%	-10%	i	12%	4	?	0%	3%
CC(=O)c1sc(NC(=O)CS(=O)(=O)c2ccccc2)nc1C	7%	27%	-40%	i	-20%	4	-2%	16%	-2%
COc1cc(/C=C/C(=O)NCCc2ccc(S(N)(=O)=O)cc2)ccc1OCC#N	8%	-12%	-9%	?	7%	10	22%	7%	-4%
Cc1nc2nc(NCc3ccc(Cl)cc3)[nH]n2c(=O)c1Cc1ccccc1	.	-6%	-9%	i	.	.	.	-9%	.
COc1ccc(N(CC(=O)NCCC(C)C)C(=O)c2snc(C(=O)NC3CCCCC3)c2N)c(OC)c1	-13%	1%	0%	i	0%	-22	?	-8%	?
COc1ccc(Br)c(C(=O)OCC(=O)NC2CC2)c1	10%	-6%	18%	i	-12%	1	-2%	14%	8%
COc1ccc(NC(=S)NCCc2c[nH]c3ccccc23)c(OC)c1	7%	.	-16%	i	10%	-13	-7%	4%	-15%
Cc1ccc(CNC(=O)C(=O)Nc2nccs2)cc1	10%	.	0%	i	0%	15	0%	0%	-6%
CCN(CC)CCOC(=O)c1ccc(NC(=O)CCNC(=O)Cn2ccc3ccccc3c2=O)cc1	12%	6%	7%	i	5%	8	-2%	20%	-7%
CCOc1ccc(CN2CCNC(=O)C2CC(=O)NCCN2CCOC2=O)cc1 (stereo not given)	-1%	1%	-2%	i	1%	-8	0%	0%	1%
Cc1ccc(C2(CC(=O)O)CCOC(C)(C)C2)cc1 (stereo not given)	-1%	2%	-4%	i	1%	-22	2%	-1%	-4%
COc1cc(C(=O)Nc2ccc(C(F)(F)F)cc2)ccc1OCC(=O)N1CCOCC1	-15%	10%	-1%	i	-9%	-6	4%	-6%	?
Cc1ccc(NC(=O)CCC2CC(C)(C)OC2=O)cc1 (stereo not given)	2%	5%	-4%	i	6%	-15	10%	-2%	-22%
Cc1cccc(CCNS(=O)(=O)c2ccc3c(c2)NC(=O)CO3)c1	6%	.	-15%	i	-1%	0	4%	1%	-9%
O=S(=O)(NCc1cccnc1)c1ccc(Cl)nc1	-6%	8%	-7%	i	3%	-1	?	-19%	?
C=CCN1C(=O)C(CC(=O)Nc2ccccc2)SC1=Nc1ccc(S(N)(=O)=O)cc1 (stereo not given)	?	-1%	-23%	i	3%[9.24 µM]	2	1%	12%	2%
COc1ccc(C(C)=O)cc1COC(=O)CCC(=O)N(CC(C)C)c1c(N)n(CC(C)C)c(=O)[nH]c1=O	-2%	-5%	-6%	i	-1%	-11	0%	-1%	-1%
CCCCNC(=O)CCn1c(=O)c2ccccc2n(Cc2ccccc2C#N)c1=O	.	4%	0%	i	.	.	.	4%	.
OCCN(Cc1ccccc1)Cc1cccc(C(F)(F)F)c1	-29%	-11%	1%	i	3%[9.24 µM]	-3	?	4%	-2%
Cc1nnc(SCc2nc3sc4c(c3c(=O)[nH]2)CCCC4)n(N)c1=O	-4%	13%	-11%	i	-23%	-2	?	0%	1%
Cc1cc(NC(=O)COn2nnc3ccccc32)no1	1%	-3%	6%	i	14%	-7	-18%	4%	0%
CC1CCCCN1C(=O)CN1CCN(S(=O)(=O)c2ccc(Br)cc2Cl)CC1 (stereo not given)	1%	-19%	-14%	i	-7%	?	0%	14%	-16%
CCCCNC(=O)C1(C)CCN1C(=O)c1ccc2sccc2c1 (stereo not given)	8%	3%	-14%	i	9%	-13	.	0%	.
CCNC(=S)N1CCN(CCN=CC2=C(O)CC(C)(C)CC2=O)CC1	0%	.	-5%	.	0%	-7	-1%	0%	4%
Cc1ccccc1/C=C1\OC(=O)c2ccccc21	4%	0%	-12%	i	5%	-1	-13%	0%	8%
O=C(c1ccc(CNS(=O)(=O)c2ccc(Br)cc2)cc1)N1CCCCCC1	-1%	-14%	-9%	i	1%	-4	12%	-12%	9%
